Screening data (PubChem BioAssay)
LEDGF integ inh: blocks HIV-1 LEDGF/p75-dependent DNA integration; TR-FRET IN-LEDGF/p75 DNA integration, Eu/Cy5; inhibition, % at 3.7 µM; actives 0.64% (n = 370,000); AID 743269;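 active = inhibition above the screen-wide mean plus 3 SD, cut at about 13% in these data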;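 note: signal is the Cy5 over europium emission ratio at 671 and 618 nm; 0% = plate median of compound wells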
mABHD4 FP: inhibits mouse alpha/beta hydrolase domain 4 | Q8VD66 | purified mABHD4, FP-Rh probe fluorescence polarization | inhibition, % at 8.92 µM | actives 0.54% (n = 370,000);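 active = inhibition exceeding the mean over every tested compound plus 3 SD, cut at about 30% in these data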;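 note: 0% = plate median of compound wells and 100% = S159A mutant with DMSO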
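Test system: mABHD4 protein; Read-out basis: % inhibition; Incubation: 45 min + 60 min at 25 °C; Repeats: single replicate; Technique: fluorescence polarization with parallel and perpendicular emission, 525/598 nm; Compound: 8.92 µM, single dose; Benchmarks: full inhibition S159A mutant plus DMSO, zero as sample-well median.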
PG9 binder: small molecules binding HIV-1 gp120 antibody PG9 | TR-FRET gp120-PG9 antibody binding | inhibition, % at 6.7 µM | actives 0.43% (n = 360,000); in the data active = inhibition above about 8.5%
HTRA1 inhibitor: HTRA1 (human) protease inhibition; Q92743; recombinant HTRA1, FP-rhodamine activity-based probe, fluorescence polarization; inhibition, % at 5.96 µM; actives 0.5% (n = 340,000); AID 504803; in the data active = inhibition above about 36%;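 note: 0% = enzyme with DMSO and 100% = wells lacking enzyme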
Target sequence (Q92743 whole entry, looked up): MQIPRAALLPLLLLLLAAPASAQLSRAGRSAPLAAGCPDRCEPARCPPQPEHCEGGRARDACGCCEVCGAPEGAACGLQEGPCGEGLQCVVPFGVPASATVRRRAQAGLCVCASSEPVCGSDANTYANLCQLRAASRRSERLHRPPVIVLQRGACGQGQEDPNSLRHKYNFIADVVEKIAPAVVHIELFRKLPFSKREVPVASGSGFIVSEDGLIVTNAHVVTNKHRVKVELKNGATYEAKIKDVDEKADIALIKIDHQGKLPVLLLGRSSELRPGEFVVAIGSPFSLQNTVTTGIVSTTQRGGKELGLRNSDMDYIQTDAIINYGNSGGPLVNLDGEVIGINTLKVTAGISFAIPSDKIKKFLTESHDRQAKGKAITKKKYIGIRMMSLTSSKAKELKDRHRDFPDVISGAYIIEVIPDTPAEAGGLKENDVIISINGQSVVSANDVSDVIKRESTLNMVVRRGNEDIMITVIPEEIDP
UHRF1 MBD2 ctr: blocks human UHRF1 binding to methylated DNA; actives 0.75% (n = 370,000); UHRF1 binding to methylated oligo, TR-FRET; AID 687016; Q96T88; inhibition, % at 4.4 µM; in the data active = inhibition above about 21%;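 note: UHRF1 SRA domain binding a hemimethylated CpG hairpin DNA probe; 0% = median of test compound wells and 100% = reference inhibitor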
PRMT1 inh: inhibitors of human PRMT1 | Q99873 | recombinant PRMT1, activity-based probe fluorescence polarization | inhibition, % at 2.79 µM | actives 1.3% (n = 370,000);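 active = inhibition above about 21% made by adding two undisclosed values, limit read from the data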
TCR CD3 inh: inhibitors of human TCR-CD3 interaction; TAMRA-labeled TCR probe fluorescence, biochemical; actives 0.37% (n = 360,000); AID 651800; inhibition, % at 9.4 µM; in the data active = inhibition above about 19%;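 note: recombinant mutant TCR 2C K166C tagged with TAMRA read by polarization; 0% = receptor in buffer alone and 100% = receptor with positive control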
MBD2 inh: MBD2-methylated oligo binding inhibition. Q9UBB5. inhibition, % at 4.4 µM. AID 686964. TR-FRET, MBD2 binding to methylated oligonucleotide. actives 0.31% (n = 370,000); in the data active = inhibition above about 13%
Target sequence (Q9UBB5 whole entry, looked up): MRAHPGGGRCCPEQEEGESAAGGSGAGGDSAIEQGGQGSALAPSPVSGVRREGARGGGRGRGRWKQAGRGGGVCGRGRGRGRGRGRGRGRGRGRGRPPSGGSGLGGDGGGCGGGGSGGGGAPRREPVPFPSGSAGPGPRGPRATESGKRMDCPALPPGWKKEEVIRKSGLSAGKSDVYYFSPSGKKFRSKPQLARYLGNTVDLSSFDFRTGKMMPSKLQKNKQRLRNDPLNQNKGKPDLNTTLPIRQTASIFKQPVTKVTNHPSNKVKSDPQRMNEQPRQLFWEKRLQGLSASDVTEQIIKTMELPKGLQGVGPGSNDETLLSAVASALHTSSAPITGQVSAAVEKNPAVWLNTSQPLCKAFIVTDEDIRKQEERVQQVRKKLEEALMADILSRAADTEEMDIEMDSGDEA
rCAG binder: r(CAG) repeat RNA binding | actives 1.3% (n = 370,000) | TO-PRO-1 dye displacement fluorescence | inhibition, % at 3 µM;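 active = inhibition above the plate cutoff, the mean of all test compounds on that plate plus 3 SD, cut at about 35% in these data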;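 note: 0% = DMSO alone and 100% = 100 µM mitoxantrone as full dye displacement; higher means more dye released from RNA so lower well fluorescence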
NR1D1 modulator: modulates human Rev-erb alpha binding to DNA | P20393 | actives 0.79% (n = 370,000) | Rev-erbα–FITC-DNA binding, fluorescence polarization, 90 min | activity, % at 10 µM | AID 1259318;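 active = activity above about 14%, limit read from the data; passing the limit was not always enough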;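 note: 0% = DMSO wells with 35 nM protein and 100% = DMSO wells with 750 nM protein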
An asterisk follows results filed as active; . = not tested or not shown. The list is partial; the hit share may differ from the screen's.

SMILES	LEDGF integ inh	mABHD4 FP	PG9 binder	HTRA1 inhibitor	UHRF1 MBD2 ctr	PRMT1 inh	TCR CD3 inh	MBD2 inh	rCAG binder	NR1D1 modulator
COc1ccc(C(CC(=O)O)NS(=O)(=O)c2ccc3c(c2)N(C(C)=O)CC(C)O3)cc1 (stereo not drawn)	4.2	-11.1	-0.3	-1.4	-2.0	-3.2	1.1	-1.3	5.4	-1.4
Cc1ccc(S(=O)(=O)N2CCCCC2)cc1C(=O)OCC(=O)N1c2ccccc2NC(=O)C1(C)C	-0.8	9.8	1.4	1.5	2.1	4.3	-5.1	3.3	2.0	7.0
O=C(CN1CCN(c2ccc(F)cc2)CC1)c1ccc(O)cc1O	4.3	-2.2	1.4	0.3	-2.1	-3.0	1.3	-3.5	2.1	9.1
Cn1c(-c2ccc3ccccc3n2)nc2cnccc21	1.1	6.9	-2.1	-6.0	-16.5	-1.4	11.8	-1.5	2.6	0.3
O=C(Cn1ccc2cc(S(=O)(=O)N3CCCCC3)ccc21)NCc1ccccc1F	-1.1	-2.6	-1.2	-4.4	0.6	1.0	8.0	-0.3	6.1	-1.9
CCOc1ccc(NC(=S)N(CCc2ccncc2)C(C)C)cc1	-7.1	1.8	0.7	3.2	0.3	2.4	-4.9	1.0	-2.7	0.3
O=C1c2ccccc2C(O)N1Cc1cccs1 (stereo not drawn)	-2.6	11.1	1.1	-1.0	2.1	2.5	-10.7	4.6	0.0	-3.9
Cc1cc(C)c(S(=O)(=O)N2CCOCC2)c(C)c1N(C)S(=O)(=O)c1ccccc1	-0.6	0.8	-1.0	1.1	-0.5	0.1	8.6	-0.1	-5.0	-1.7
CCc1ccc(NC(=O)N2CCC(c3ccccc3)C2)cc1 (stereo not drawn)	0.4	0.8	-0.3	-9.9	0.5	0.9	2.5	-7.0	-4.8	-7.2
CSCC[C@H](NC(=O)OC(C)(C)C)C(=O)N1CCC(C(=O)N[C@@H](Cc2c[nH]c3ccccc23)C(=O)O)CC1	-3.9	4.0	1.4	7.6	0.2	0.7	9.4	-7.9	7.0	0.3
CCN(C(=O)CSc1nnc(Cc2cccc3ccccc23)n1N)C1CCS(=O)(=O)C1 (stereo not drawn)	-2.0	-5.5	-0.3	-3.9	-0.6	-0.5	6.1	2.7	-3.6	1.5
O=C(NCC[C@@H]1CC[C@@H](NS(=O)(=O)Cc2ccccc2)[C@@H](CO)O1)C1CC1	3.1	2.6	-0.9	.	7.2	-1.7	-0.9	2.5	4.0	-0.7
CCOC(=O)c1cc(NC(=O)Nc2ccccc2Cl)c(C)nc1C	0.5	-4.0	-1.6	.	1.5	-2.9	-2.0	-1.3	1.4	-3.7
CCn1cc(C(=O)O)c(=O)c2cnc(N3CCN(C(=S)Nc4ccc(F)cc4)CC3)nc21	-1.8	-3.0	1.1	.	0.7	-4.1	13.6	-5.5	1.4	0.3
CC(NC(=O)c1cccnc1Sc1ccccc1)c1ccc(S(N)(=O)=O)cc1 (stereo not drawn)	1.5	-1.2	-2.8	-3.2	-1.6	0.6	6.1	0.3	6.2	4.2
CC(=O)c1ccc(NC(=O)CCC(=O)OCC(F)(F)C(F)F)cc1	3.4	1.1	-1.2	-0.8	-1.2	0.9	0.5	-4.5	1.8	6.1
COc1ccc2c(c1)c(=O)oc1cc(OCC(=O)NCC3CCC(C(=O)O)CC3)ccc12 (stereo not drawn)	1.7	2.5	-0.6	0.0	-1.8	3.5	-7.5	-2.0	2.3	7.5
C/C(=N\Nc1ccccc1)c1c(O)cc(C)oc1=O	-0.8	-1.8	0.1	1.1	2.6	8.2	-1.5	2.2	-1.3	-7.3
Cc1cccc(NC(=O)CSc2n[nH]c(-c3ccncc3)n2)c1	0.2	-2.7	0.5	-2.1	3.4	3.2	-7.0	4.6	5.5	3.7
Cc1cccc(OCC(=O)O/N=C(\N)c2ccccn2)c1C	0.5	-7.8	0.1	-8.2	0.9	0.3	0.1	-6.8	-0.3	-1.4
Clc1cccc(Cc2c(-c3ccco3)nc3c4ccccc4ccn23)c1	6.6	2.5	2.2	.	20.5	25.4*	0.1	2.3	29.9	-3.1
CCOC(=O)C(CC)Sc1nnc(COc2ccc(C)cc2)n1-c1ccccc1 (stereo not drawn)	1.4	0.5	-0.3	-9.8	-1.8	-1.3	7.5	-6.3	-5.0	-0.1
CCOC(=O)c1cc(C)n(-c2ccccc2)c1C	-1.0	-0.9	1.4	0.6	2.0	3.6	-9.5	1.0	1.4	8.2
S=C1SCN(Cc2ccccc2)CN1Cc1ccco1	3.2	5.6	-0.8	7.4	-5.5	11.7	1.9	3.6	19.1	-0.7
O=C(/C=C/c1ccco1)NC(=S)Nc1ccc(C(=O)O)cc1	62.9*	25.5	-0.8	12.1	86.8*	24.2*	10.6	48.2*	18.9	1.7
SMILES	LEDGF integ inh	mABHD4 FP	PG9 binder	HTRA1 inhibitor	UHRF1 MBD2 ctr	PRMT1 inh	TCR CD3 inh	MBD2 inh	rCAG binder	NR1D1 modulator
Clc1cccc(Cl)c1-c1noc(-c2ccno2)n1	0.3	1.4	-3.0	-1.9	15.3	-2.2	-0.5	2.7	2.0	8.5
CCCc1cc(=O)n2[nH]c(NCc3c(F)cccc3Cl)nc2n1	-4.4	2.4	-0.2	0.0	5.0	1.0	0.7	-2.9	4.4	1.3
COc1ccc(/C=C2/C(=O)ON=C2C)cc1Cl	3.9	4.2	-0.8	4.5	1.8	0.7	-2.4	-1.0	0.5	-1.0
CCc1cc(C(=O)Nc2ccccc2N2CCOCC2)sc1C	1.6	-3.5	1.0	-4.8	-1.7	0.2	1.4	-3.1	-0.2	-3.7
Cc1cc(C)nc(N/C(=N/S(=O)(=O)Cc2ccccc2)Nc2ccccc2)n1	2.2	1.0	-2.9	1.3	1.1	1.2	1.8	2.1	0.3	7.0
CC1=C(C(=O)Nc2ccccc2)C2(CCCCC2)C(C#N)=C(SCC(N)=O)N1	0.0	-24.7	-1.1	-5.5	-0.9	1.7	1.0	-4.5	-3.9	-1.0
COc1ccc(NC2CCCN(C(=O)Cn3ccc(C)n3)C2)cc1OC (stereo not drawn)	-1.6	7.8	-3.4	2.0	-1.2	2.4	7.5	0.0	-2.2	7.8
Brc1cccc(CNCCCN2CCOCC2)c1	-0.4	-4.3	1.7	4.3	0.6	-2.7	0.2	3.2	-0.5	-1.2
Cc1ccc(S(=O)(=O)NC2=NCN(C)CN2)cc1[N+](=O)[O-]	0.9	6.7	-1.0	-0.6	-0.6	-0.7	0.2	0.2	0.8	-6.6
Cc1c(NC(=O)c2ccc3nsnc3c2)cccc1[N+](=O)[O-]	-2.0	-3.3	-0.7	-2.1	1.1	2.8	-3.0	0.3	0.3	-3.3
CCOc1ccc(C=NNC(=O)c2cccc3ccccc23)cc1OCC	-0.4	-2.2	-1.3	-5.0	1.3	1.4	0.0	1.6	3.9	-2.7
O=C(CSc1nc(-c2ccccc2)c(-c2ccccc2)o1)Nc1nnc(-c2ccccc2)s1	-5.2	-4.3	2.3	-5.7	1.0	7.8	-2.5	3.5	4.5	-3.9
CC(=O)Nc1ccc2c(c1)nc(CCN1CCOCC1)n2C	0.6	10.9	0.1	-2.5	1.7	-2.2	11.6	0.2	2.6	-3.4
CCC(c1c[nH]c2ccccc12)c1cn(C)c2ccccc12 (stereo not drawn)	-4.3	-7.5	.	.	-0.7	-1.1	.	-0.8	6.3	-0.3
O=C(CCCOc1ccccc1)N1CCCc2ccccc21	-2.7	2.0	4.4	-5.0	2.5	1.8	-3.1	1.8	-5.4	1.7
O=C(c1cc(-c2ccc(Cl)cc2Cl)on1)N1CCOCC1	-0.6	6.5	0.8	-6.9	-2.0	-4.9	13.4	-5.9	-5.1	.
COc1ccc(N2C(=O)C3CC=C(Cl)CC3C2=O)cc1 (stereo not drawn)	-0.6	9.7	0.4	0.2	4.6	-0.7	4.3	-6.4	0.3	-1.9
Cc1ccc(S(=O)(=O)N(CC(=O)NCC2CCCO2)C2CCCCC2)cc1 (stereo not drawn)	-1.8	-5.5	-0.3	9.5	-2.6	-1.3	6.8	4.0	-6.0	-1.8
COc1cc(/C=N/NC(=O)CC23CC4CC(CC(C4)C2)C3)cc(Br)c1OCC(=O)N(C)C	-4.9	-6.3	-1.3	-8.8	-0.2	-1.3	10.4	0.4	2.6	-3.1
Cc1cc(C(=O)N2CCC(C(F)(F)F)n3nccc32)on1 (stereo not drawn)	-1.4	10.7	1.2	7.1	0.9	-0.3	-9.4	5.9	-1.5	0.3
NS(=O)(=O)c1cccc(NC(=O)c2ccc(S(=O)(=O)N3CCCCCC3)cc2)c1	4.9	-11.8	-1.5	-11.6	0.5	-2.3	4.1	-3.8	4.4	-9.2
CC1(C)CC(=O)C(N=Nc2cccc(F)c2C#N)=C(O)C1	-1.9	3.7	-1.7	4.0	-3.3	-4.8	-4.7	-1.9	0.7	-4.9
CCN(CC(=O)Nc1c(F)cccc1F)C(=O)c1ccc(C(F)(F)F)cc1	5.1	-2.3	-0.6	-1.2	0.3	0.1	8.0	0.5	-1.6	-2.9
CC1(C)C2CC=C(/C=N/NC(=S)Nc3cccnc3)C1C2 (stereo not drawn)	1.6	-9.0	0.0	-1.6	1.9	3.9	-5.1	-1.9	3.9	0.2
O=c1c(Cl)c(NS(=O)(=O)c2ccccc2)cnn1-c1ccccc1	-4.5	2.4	7.0	-0.1	0.7	1.8	-6.1	1.0	8.2	4.7
SMILES	LEDGF integ inh	mABHD4 FP	PG9 binder	HTRA1 inhibitor	UHRF1 MBD2 ctr	PRMT1 inh	TCR CD3 inh	MBD2 inh	rCAG binder	NR1D1 modulator
Nc1nc(SCC(=O)c2cccs2)n[nH]1	-0.4	0.6	-0.8	-0.9	0.1	1.1	5.2	-5.5	4.0	-0.6
COC(=O)c1ccc(NC(=O)N2CCC(O)(c3cccnc3)CC2)cc1	0.7	-1.5	-0.1	4.5	-1.4	0.5	6.4	-2.1	1.4	-2.9
CCOc1ccc(C(C)(O)CN2CCOCC2)cc1 (stereo not drawn)	1.6	0.8	1.3	0.5	0.1	-2.5	-2.0	-3.1	0.0	-1.6
CC(OC(=O)CCCN=C1NS(=O)(=O)c2ccccc21)C(=O)NC1CCCCC1C (stereo not drawn)	-2.8	5.8	-2.0	-0.6	-0.6	1.2	-2.7	1.1	-4.4	4.1
Cn1c(CCN2CCOCC2)nc2cc(NC(=O)COc3ccccc3)ccc21	0.8	4.9	2.5	-8.5	0.3	1.1	-3.7	-0.2	-5.2	2.4
COc1ccc(N2CCN(C(C)C(=O)N3CCc4ccccc43)CC2)cc1 (stereo not drawn)	-1.2	-1.6	0.2	1.4	-2.2	1.4	-2.6	-2.5	1.2	-1.1
Cc1ccc(C(=O)NC(=S)Nc2ccc(S(=O)(=O)N3CCN(C)CC3)cc2)cc1	-6.1	-2.5	-1.9	-4.5	-1.0	-1.5	5.3	-7.9	-4.2	-5.0
Cc1cc([N+](=O)[O-])nn1CC(=O)NCc1ccco1	-2.3	-2.1	-0.1	-2.6	-0.3	-1.7	-4.7	-1.7	-0.4	-6.0

Part of the list above, with each value named.
SMILES: Cc1cc([N+](=O)[O-])nn1CC(=O)NCc1ccco1
- LEDGF integ inh: -2.3
- mABHD4 FP: -2.1
- PG9 binder: -0.1
- HTRA1 inhibitor: -2.6
- UHRF1 MBD2 ctr: -0.3
- PRMT1 inh: -1.7
- TCR CD3 inh: -4.7
- MBD2 inh: -1.7
- rCAG binder: -0.4
- NR1D1 modulator: -6.0
SMILES: Nc1nc(SCC(=O)c2cccs2)n[nH]1
- LEDGF integ inh: -0.4
- mABHD4 FP: 0.6
- PG9 binder: -0.8
- HTRA1 inhibitor: -0.9
- UHRF1 MBD2 ctr: 0.1
- PRMT1 inh: 1.1
- TCR CD3 inh: 5.2
- MBD2 inh: -5.5
- rCAG binder: 4.0
- NR1D1 modulator: -0.6
